HePTP inhibitor = blocks human HePTP tyrosine phosphatase; P35236; 0.64% of 110,000 active; recombinant HePTP phosphatase activity, OD absorbance; inhibition, % at 20 µM; in the data active = inhibition above about 50%;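 note: plate controls were vehicle for no effect and reference inhibitor for full effect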
Target sequence (P35236 whole entry, looked up): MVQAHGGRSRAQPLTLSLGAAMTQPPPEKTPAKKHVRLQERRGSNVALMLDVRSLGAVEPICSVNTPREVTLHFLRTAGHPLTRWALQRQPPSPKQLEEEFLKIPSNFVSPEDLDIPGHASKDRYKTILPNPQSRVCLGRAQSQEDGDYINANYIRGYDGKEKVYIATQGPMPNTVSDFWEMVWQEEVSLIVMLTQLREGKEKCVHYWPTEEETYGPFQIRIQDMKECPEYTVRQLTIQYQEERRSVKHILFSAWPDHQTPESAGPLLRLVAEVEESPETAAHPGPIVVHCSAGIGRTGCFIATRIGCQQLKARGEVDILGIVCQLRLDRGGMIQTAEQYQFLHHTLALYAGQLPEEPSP
BAP1 inh = inhibitors of human BAP1 deubiquitinase; recombinant BAP1, Ub-AMC hydrolysis fluorescence kinetic; hits give low values; 0.48% of 72,000 active; Q92560; activity remaining (% of control), % at 20 µM; AID 436;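 active = activity remaining at or below 50% of control, provided the compound also passes the data quality filters; inactive = the rest, including low values that fail the filters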;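 note: 100% = DMSO wells rate and 0% = substrate alone blank rate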
Numbers without * were called inactive; x = not tested or not shown; & = joins results of further samples.

compound | HePTP inhibitor | BAP1 inh
COc1cc2c(cc1OC)-c1cc(N3CCCCCC3)nc(=O)n1CC2 | 1 | 42*
Cc1cc(NS(=O)(=O)c2ccc(NC(=O)Nc3ccccc3)cc2)no1 | -8 | 94
O=C(NCCO)C(=O)Nc1ccc(F)cc1 | -3 | x
Clc1ccc(CSc2nnc(-c3ccncc3)o2)c(Cl)c1 | -2 | 113
CCSc1nc2sc3c(c2c2nnc(SCC(=O)NCc4ccco4)n12)CCCC3 | 1 | x
O=C(O)c1ccc(CSc2n[nH]c(-c3ccco3)n2)cc1 | 11 | 75
COc1ccc(-c2cc(C(F)(F)F)n3nc(C(=O)N4CCCC4)cc3n2)cc1 | -9 | 67
CCOC(=O)C1=C(C)N=c2s/c(=C\c3ccco3)c(=O)n2C1/C=C/c1ccccc1 (configuration not stated) | 23 | x
O=C(Cc1ccccc1)NC(=S)N1CCCc2ccccc21 | -4 | x
O=C(CN1C(=O)c2ccccc2S1(=O)=O)Nc1ccc(S(=O)(=O)N2CCCCC2)cc1 | -6 | 169
Cc1ccc(-c2noc(CCC(=O)Nc3ccc4c(c3)OCO4)n2)cc1 | 8 | 102
CCOc1cc(-c2ccc(N)c(OCC)c2)ccc1N | -11 | 50
COc1cccc(C(=O)Nc2c(C(N)=O)oc3ccccc23)c1 | 13 | 94
C=CCc1cccc2cc(C(=O)N3CCN(C/C=C/c4ccccc4)CC3)c(=O)oc12 | 4 | x
Cn1c(CNC(=O)Nc2cccc(Cl)c2)nnc1SCc1ccccc1 | 3 | x
CCC(=O)Nc1cccc(NC(=O)c2cccnc2)c1 | 3 | 99
CCCCc1nc(NCC2CCCO2)c(C#N)c2c1COC(C)(C)C2 (configuration not stated) | -3 | x
CCOC(=O)C(=O)Nc1ccc(OC)c(Cl)c1 | 7 | x
CCc1nnc(NC(=O)CN2CCN(C3CCCCC3)CC2)s1 | 4 | 109
CC(C)c1ccc(NS(=O)(=O)c2cc(Cl)ccc2Cl)cc1 | -5 | x
COc1cccc(OCCCn2ccnc2)c1 | 8 | x
CCOC(=O)c1c(NC(=O)c2ccc(Cl)c(Cl)c2)sc(C(=O)Nc2ccccc2OC)c1C | 7 | x
Cc1ccc(NCc2nnc(SCC(=O)NCCc3ccccc3)n2C)cc1 | 6 | 92
COc1ccc(N=C2NC(=O)CS2)cc1 | 4 | x
O=C(Cn1nnc(-c2cccs2)n1)OC1CCCCC1 | -3 | 98
O=C1CC(Cc2ccccc2)C(=O)N1CCc1ccc2c(c1)OCO2 (configuration not stated) | 9&8 | 104
CCOC(=O)c1oc2ccc(Br)cc2c1NC(=O)CN1CCOCC1 | x | 134
Cc1cc(N2CCN(C(=O)c3ccco3)CC2)n2nc(C)nc2n1 | -4 | 94
O=C(CSc1nc2c(cnn2-c2ccccc2)c(=O)[nH]1)c1ccc(Cl)cc1 | 8 | x
CC(N)(Cc1ccc(O)cc1)C(=O)O (configuration not stated) | x | 99
O=C(O)c1ccc2c(c1)C1C=CCC1C(C(=O)O)N2 (configuration not stated) | x | 85
COc1ccc(C2C(C#N)=C(N)Oc3c2sc2ccccc32)c(OC)c1 (configuration not stated) | 4 | x
CCOc1ncccc1C(=O)OCC(=O)c1cc(C)n(Cc2ccco2)c1C | 4 | 98
Cc1ccc(S(=O)(=O)NCCCNC(=O)N2CCOCC2)cc1 | 4 | x
COc1ccc(Br)cc1/C=C/C(=O)Nc1cccc(NC(=O)c2ccccc2Cl)c1 | 1 | x
CCc1nnc(NC(=O)CSc2ncnc3c2oc2ccccc23)s1 | 8 | 79
CN1CCN(S(=O)(=O)c2ccc(C(C)(C)C)cc2)CC1 | -3 | x
Cc1ccnc(NC(=O)C2CCC(CNc3c(N4CCCC4)c(=O)c3=O)CC2)c1 (configuration not stated) | 0 | 87
COc1ccc(N(CC(=O)Nc2ccccc2Cl)S(C)(=O)=O)c(OC)c1 | 2 | x
CCOc1cccc(C(=O)Nc2nnc(-c3ccco3)s2)c1 | 2&3 | 61&130
C=C1CC2C(CCC3(C)C2CCC3(O)C(C)=O)C2(C)CCC(=O)C=C12 (configuration not stated) | -5 | x
Clc1ccccc1COc1cccc(/C=N/Nc2nc(N3CCOCC3)nc(N3CCOCC3)n2)c1 | -13 | x
O=S(=O)(Nc1ccc(N2CCOCC2)cc1)c1ccc(Cl)cc1 | 7 | x
CCCCOc1ccc(NC(=O)CSc2nnnn2-c2ccccc2)cc1 | 6 | x
CC(=O)Nc1ccccc1NC(=O)c1cccc([N+](=O)[O-])c1C | -3 | x
COc1ccccc1N1CCN(C(=O)c2nn3c(c2Cl)NC(c2ccc(Br)cc2)CC3C(F)(F)F)CC1 (configuration not stated) | 3 | x
COCCNC(=O)CCn1c(=O)oc2ccccc21 | 8 | 125
COc1ccc(OC)c(COc2ccc(-c3nc4sc5c(c4c(=O)[nH]3)CCCC5)cc2)c1 | 4 | x
COc1ccccc1N1CCN(/N=C\c2ccccc2C(F)(F)F)CC1 | 4 | x
Cn1c(SCC(=O)Nc2cccc(F)c2)nnc1-c1cccnc1 | 6 | 92
O=C(Nc1cccc(Cl)c1Cl)c1ccc(CN2CCOCC2)cc1 | 0 | x
Cc1ccc(-c2nn3c(=O)c(C)nnc3s2)cc1 | -2 | 97
O=C(c1ccc2c(=O)n(-c3ccccc3)c(=O)[nH]c2c1)N1CCCCC1 | 9 | 87
CCOC(=O)COc1ccc(/C=C2\C(=O)NC(=O)N(c3cc(C)cc(C)c3)C2=O)cc1OC | 6 | x
CCOc1ccccc1NC(=O)CN(c1ccc(Oc2ccccc2)cc1)S(C)(=O)=O | 6 | x
O=C(c1ccc(Br)o1)N1CCc2ccccc21 | 6 | x
CCOC(=O)c1ccc2c(c1)C1C=CCC1C(c1ccc(Br)cc1)N2 (configuration not stated) | -19 | x
COc1ccc(S(=O)(=O)NCC(=O)N(CC(=O)NCC2CCCO2)c2cc(C)ccc2C)cc1 (configuration not stated) | 4 | 92
COc1cccc(CNCCSc2nnnn2C)c1 | -7 | 105
O=C(O)CN(c1cccc(Br)c1)S(=O)(=O)c1ccccc1 | 0 | x

Record cards, from the list above. Screens in order: HePTP inhibitor | BAP1 inh
Record of CCCCOc1ccc(NC(=O)CSc2nnnn2-c2ccccc2)cc1 → 6 | x
Record of COc1cccc(CNCCSc2nnnn2C)c1 → -7 | 105

6 compounds drawn at random from those above, as already listed:
compound | HePTP inhibitor | BAP1 inh
COCCNC(=O)CCn1c(=O)oc2ccccc21 | 8 | 125
O=C(Nc1cccc(Cl)c1Cl)c1ccc(CN2CCOCC2)cc1 | 0 | x
O=S(=O)(Nc1ccc(N2CCOCC2)cc1)c1ccc(Cl)cc1 | 7 | x
C=C1CC2C(CCC3(C)C2CCC3(O)C(C)=O)C2(C)CCC(=O)C=C12 (configuration not stated) | -5 | x
Clc1ccccc1COc1cccc(/C=N/Nc2nc(N3CCOCC3)nc(N3CCOCC3)n2)c1 | -13 | x
CC(=O)Nc1ccccc1NC(=O)c1cccc([N+](=O)[O-])c1C | -3 | x

Further structures follow:
compound | HePTP inhibitor | BAP1 inh
COc1ccc(N2CC(C)Cn3c2nc2c3c(=O)n(Cc3ccc(F)cc3)c(=O)n2C)c(OC)c1 (configuration not stated) | -5 | x
CC(=O)Nc1ccc(NC(=O)c2ccco2)cc1 | -11 | 94
COc1ccccc1N1CCN(/N=C\c2cccc(Cl)c2)CC1 | 8 | x
Cc1ccc(S(=O)(=O)Nc2ccc(S(=O)(=O)NC(=O)C3CCCCC3)cc2)cc1 | 7 | x
COc1cc(/C=C2/C(=N)N3N=C(C(C)C)SC3=NC2=O)cc(Cl)c1OCCOc1ccccc1 | -5 | x
CSc1ccc(Cl)c(C(=O)Nc2ccc(Cl)cn2)c1 | 8 | x
NNS(=O)(=O)c1ccc2c(c1)Cc1cc(S(=O)(=O)NN)ccc1-2 | 3 | x
CCOc1ccc2nc(NC(=O)CSc3nc4cccnc4n3C)sc2c1 | 10 | 97
CCCCN(c1ccccc1)c1ncnc2nc[nH]c12 | -8 | 96
O=C(COc1ccc2ccccc2c1)NNC(=O)c1ccc(Cl)cc1 | 8 | x
O=C(Nc1ccc2c(c1)OCCO2)c1ccc(Br)o1 | 9&2 | 71
Cc1csc(CCc2nc(C)cs2)n1 | -3 | 71
COc1ccc(Nc2nc(NNc3cccc(C(F)(F)F)c3)nc(C)c2[N+](=O)[O-])cc1 | 4 | x
CC1(C)CC(=O)c2cnc(NC(=O)C3CCCC3)nc2C1 | -2&3 | 97
CCc1c(C)nc2ccc(C(=O)O)cc2c1Cl | -1 | x
COC(=O)c1ccccc1NC(=O)CSc1nc(N)cc(N)n1 | -2 | 92
Cn1c2c(c3cc(C4CCCCC4)ccc31)CCC/C2=N\O | 0 | x
CCOc1ccccc1OCC(=O)Nc1ccc(S(=O)(=O)Nc2ncccn2)cc1 | x | 96
C#CCn1c(=NC(=O)CN2C(=O)CCC2=O)sc2cccc(C)c21 | 6 | 94
O=C(CC(=O)NCc1ccccc1)NCc1ccccc1 | -1 | x

Some of the entries so far, with each value named.
COc1ccccc1N1CCN(/N=C\c2cccc(Cl)c2)CC1
  HePTP inhibitor: 8 | BAP1 inh: x

CC(=O)Nc1ccc(NC(=O)c2ccco2)cc1
  HePTP inhibitor: -11 | BAP1 inh: 94

Cc1csc(CCc2nc(C)cs2)n1
  HePTP inhibitor: -3 | BAP1 inh: 71

(more compounds)
compound | HePTP inhibitor | BAP1 inh
N/C(=N\N=C\c1ccccc1Cl)c1nonc1N | 10 | x
COc1ccc(Cl)cc1C(=O)Nc1cccc(Br)c1 | 2 | x
Cc1ccccc1Cn1c(NC(=O)c2ccc(Cl)cc2)nc2ccccc21 | 8 | x
Cc1cc(C)cc(-n2nnc(C(=O)NCc3ccc4c(c3)OCO4)c2N)c1 | 11 | 66
C/C(=N\OCC(=O)N=Nc1c(O)n(CN2CCN(C)CC2)c2ccccc12)c1ccccc1 | 4 | x
C#CCn1cc(/C=C(/C#N)C(=O)Nc2cccc(Br)c2)c2ccccc21 | 4 | x
CC(C)(C)c1csc(N/N=C/c2ccccn2)n1 | 0 | x
COc1ccc(N(CC(=O)NCCc2ccccc2)S(=O)(=O)c2ccc(C)cc2)cc1OC | -12 | x
Cc1cccc(NC(=O)Nc2cccc(F)c2)n1 | 5 | 88
CCOc1ccc(-n2c(-c3ccccc3)nc3c(cnn3-c3ccccc3)c2=O)cc1 | -3 | x
O=C1NC(=O)N(c2cccc(Br)c2)C(=O)/C1=C/C=C/c1ccccc1 | 12 | x
O=S(=O)(c1ccc(F)cc1)N1CCN(CC(O)COCc2cccs2)CC1 (configuration not stated) | -1 | 108
CC1(C)CC(=O)C2=C(C1)OC(N)=C(C#N)C21C(=O)N2CCCc3cccc1c32 (configuration not stated) | 9 | 127
COCCn1cc(C(=O)N2CCN(C)CC2)c2c3ccccc3n(C)c2c1=O | 6 | 64
O=C(Nc1cccc(-c2nc3ccccc3[nH]2)c1)c1cccc(NC(=O)c2ccco2)c1 | 14 | 49*
CC12CCC(=O)N1c1c(sc3nc(N4CCOCC4)c4c(c13)CCCC4)C(=O)N2 (configuration not stated) | 11 | 124
CCOC(=O)C1=C(C)NC(=O)NC1C (configuration not stated) | x | 104
Cc1cccc(OCC(=O)N2CCC(N3CCOCC3)CC2)c1 | 6 | 128
O=C(NCc1cccnc1)NC1(C(F)(F)F)Oc2ccccc2O1 | -4 | x
Cc1ccc(N2CC(C(=O)Nc3ccc(N(C)C)cc3)CC2=O)cc1 (configuration not stated) | -6 | x
CC(=O)OC1CC(C)N(C(=O)c2ccccc2)c2ccc(C)cc21 (configuration not stated) | -12 | 90&138
O=C(CN1CCN(c2cccc(Cl)c2)CC1)N1CCCC1 | 6 | 106
C=CCSc1nc2nc(C)cc(C)n2n1 | 10 | 102
COC(=O)C(Cc1ccccc1)NC(=O)c1ccccc1 (configuration not stated) | 0 | x
COC(=O)c1ccccc1NC(=O)c1cc(-c2ccc(OC)cc2OC)nc2ccccc12 | 0 | x
CC1(C)CC(=O)C2=C(C1)NC(Nc1nc3ccccc3o1)=NC21CCCC1 | 6 | 121
CC1=C(C#N)C(c2ccc(OCc3ccccc3)cc2)C2=C(CC(c3ccc(Cl)cc3)CC2=O)N1 (configuration not stated) | -3 | x
CCOC(=O)c1cnc(Nc2ccc(OCC)cc2)nc1C | -6 | x
CCCCOP(=O)(CC(=O)OC)CC(=O)OC | 9 | x
CC(=O)C1=C(O)C(=O)N(Cc2ccccc2)C1c1ccco1 (configuration not stated) | 2 | 113
CCn1c(SCC(=O)Nc2ccccc2OC)nnc1-c1cnccn1 | 6 | 64
c1ccc(N2CCOCC2)c(Nc2nc3ccccc3n3cnnc23)c1 | 4 | 86
CCCNc1nc2c(c(=O)[nH]c(=O)n2C)n1CCc1ccccc1 | 2 | 101
Nn1c(SCC(=O)Nc2ccc3c(c2)OCO3)nnc1C1CC1 | 7 | 94
O=C(O)c1cc2c3c(c1)C1C=CCC1C(c1ccccc1F)N3CC1CC=CC21 (configuration not stated) | x | 237
O=C(Nc1ccc(O)c(-c2nc3ccccc3s2)c1)c1ccc2c(c1)OCCO2 | -12 | x
CCOCCCNC(=O)c1c(-c2ccccc2)noc1C | 1 | 95
Cc1ccc2oc3c(c(=O)c2c1)C(c1cccc(Cl)c1)N(CCCN1CCOCC1)C3=O (configuration not stated) | 3 | 94

Compound activity as filed in PubChem.

Random draw from the library; any-hit rate near 0.83%.
